Screening data from PubChem.
Statin myotox sup = suppressors of simvastatin-induced myotoxicity in C2C12 myotubes; ATP luminescence, 48 h; scaled: DMSO 0, geranylgeraniol control 100; rescue of ATP level, % at 7.49 µM; actives 0.78% (n = 330,000); AID 602340;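 active = mean ATP rescue above about 67%, or every replicate alone reaching that limit, limit read from the data, passing the limit was not always enough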;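 note: myotubes were challenged with 10 µM simvastatin during compound exposure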
Casp6 inh = blocks human caspase-6 cleavage activity. P55212. actives 0.53% (n = 350,000). inhibition, % at 12.5 µM. purified caspase-6, Z-VEID-R110 cleavage fluorescence;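 active = mean inhibition across replicates at least about 35%, with every replicate also reaching that limit, limit read from the data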;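 note: 0% = median of neutral control wells and 100% = no fluorescence left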
Target sequence (P55212 24-179 limits assumed): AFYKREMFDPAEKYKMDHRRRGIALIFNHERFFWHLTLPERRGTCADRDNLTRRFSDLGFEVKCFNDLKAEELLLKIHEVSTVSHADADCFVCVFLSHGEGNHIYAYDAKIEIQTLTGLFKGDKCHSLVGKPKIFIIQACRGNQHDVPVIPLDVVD
Target sequence (P55212 194-293 limits assumed): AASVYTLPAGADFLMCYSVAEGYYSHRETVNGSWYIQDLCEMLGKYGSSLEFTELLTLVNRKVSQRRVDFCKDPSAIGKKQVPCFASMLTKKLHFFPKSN
S100A4 MyoIIA = inhibitors of human S100A4 binding to myosin IIA peptide; P26447; S100A4/TAMRA-MyoIIA peptide fluorescence polarization; inhibition, % at 10.7 µM; actives 0.14% (n = 360,000); AID 652163;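 active = mean inhibition of at least 70% across replicates, with every replicate also reaching that level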
Target sequence (P26447 whole entry, looked up): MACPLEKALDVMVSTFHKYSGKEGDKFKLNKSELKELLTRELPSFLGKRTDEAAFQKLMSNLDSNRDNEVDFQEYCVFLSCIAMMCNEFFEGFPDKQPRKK
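assay system = human S100A4 monomer with TAMRA-labelled myosin IIA peptide | also added = labelled myosin peptide probe, 5 nM | incubation = 5 min between mix addition and reading | control set = DMSO and TFP controls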
SIRT5 inh = inhibitors of human sirtuin-5 desuccinylase; Q9NXA8; Purified SirT5, succinyl-peptide AMC, trypsin-coupled fluorescence; inhibition, % at 15 µM; actives 1.1% (n = 330,000); AID 652115; in the data active = inhibition above about 15%
Target sequence (Q9NXA8 whole entry, looked up): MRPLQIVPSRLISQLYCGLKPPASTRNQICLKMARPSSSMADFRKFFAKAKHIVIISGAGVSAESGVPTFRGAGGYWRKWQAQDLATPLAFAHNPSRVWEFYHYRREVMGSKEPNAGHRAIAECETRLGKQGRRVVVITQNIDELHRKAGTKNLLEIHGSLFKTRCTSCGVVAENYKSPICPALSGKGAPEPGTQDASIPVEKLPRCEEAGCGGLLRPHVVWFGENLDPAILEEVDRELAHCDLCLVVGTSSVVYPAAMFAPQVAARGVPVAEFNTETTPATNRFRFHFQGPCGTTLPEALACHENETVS
LGR2 inh = blocks bursicon-induced cAMP signaling via Drosophila LGR2. HEK293 LGR2, CRE-luciferase, bursicon-stimulated, 4 h. inhibition, % at 9.99 µM. actives 0.35% (n = 380,000);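 active = drop in luminescence signal, shown as inhibition above about 50% in the replicate tests, limit read from the data, passing the limit was not always enough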;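 note: agonist challenge used bursicon conditioned medium at about half maximal strength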
FN deposition inh = fibronectin deposition inhibition. AH1F fibroblasts, Alexa488-fibronectin deposition fluorescence, overnight. actives 0.086% (n = 350,000). inhibition, % at 12.6 µM;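 active = mean inhibition across replicates of 30% or more, regardless of how many single replicates reach that level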;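 note: positive control wells lacked labelled fibronectin entirely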
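Material: AH1F fibroblast monolayer depositing Alexa488-labelled fibronectin into matrix | Input: 10000 AH1F cells/well | Medium: DMEM plus 2% serum, read in PBS | Reagent: Alexa488-fibronectin, 24 nM final in well | Compound dosing: One dose per compound, pinned | Schedule: 1 h adhesion, overnight exposure | Measured by: Fluorescence at 485 nm excitation, 525 nm emission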
esBAF inh = SWI/SNF esBAF complex inhibition. mouse ES cells, Bmi1-luciferase knock-in reporter, 24 h; 100% = twice the neutral-well signal. reporter increase, % at 12.5 µM. actives 2% (n = 350,000). AID 602393; in the data active = activation above about 40%;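 note: 0% = median of the plate's neutral control wells and 100% = double that signal; a rise in the Bmi1 reporter signal indicates esBAF inhibition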
Starred values were filed as active, the others as inactive; x = not tested or not shown.

molecule	Statin myotox sup	Casp6 inh	S100A4 MyoIIA	SIRT5 inh	LGR2 inh	FN deposition inh	esBAF inh
COc1ccc(Cc2nnc(NC(=O)Nc3ccccc3OC)s2)cc1	7	-6	2	-1	-12	x	7
CCNC(=O)C1(C)CCCN(C(=O)c2ccc3ccccc3n2)C1 (stereo not given)	2	2	-2	-5	6	-5	3
CC(=O)c1sc(NC(=O)CCS(=O)(=O)c2ccccc2)nc1C	x	3	-5	2	-10	4	x
COc1cc(/C=C2\C(=N)N3N=C(S(C)(=O)=O)SC3=NC2=O)ccc1OS(=O)(=O)c1ccc(C)cc1	6	50*	-7	13	1	-2	-3
COc1cc(C2C(=O)N(C3CCCC3)CC(=O)N2Cc2ccco2)ccc1OC(C)C (stereo not given)	-8	x	x	x	x	3	-3
COc1ccc(CSc2nc3ccccc3c(=O)n2CCCN2CCOCC2)cc1F	-9	3	-2	-2	8	-2	-7
COc1ccc(-c2n[nH]c(C)c2-c2cnn(-c3ccccc3)c2)c(O)c1	5	x	x	x	x	10	-10
CC(CC(=O)NCCc1ccc(F)cc1)c1ccccc1 (stereo not given)	6	1	0	-2	-9	3	20

Six records picked at random from the list so far:
molecule	Statin myotox sup	Casp6 inh	S100A4 MyoIIA	SIRT5 inh	LGR2 inh	FN deposition inh	esBAF inh
COc1cc(C2C(=O)N(C3CCCC3)CC(=O)N2Cc2ccco2)ccc1OC(C)C (stereo not given)	-8	x	x	x	x	3	-3
COc1ccc(-c2n[nH]c(C)c2-c2cnn(-c3ccccc3)c2)c(O)c1	5	x	x	x	x	10	-10
COc1cc(/C=C2\C(=N)N3N=C(S(C)(=O)=O)SC3=NC2=O)ccc1OS(=O)(=O)c1ccc(C)cc1	6	50*	-7	13	1	-2	-3
CC(=O)c1sc(NC(=O)CCS(=O)(=O)c2ccccc2)nc1C	x	3	-5	2	-10	4	x
CCNC(=O)C1(C)CCCN(C(=O)c2ccc3ccccc3n2)C1 (stereo not given)	2	2	-2	-5	6	-5	3
COc1ccc(CSc2nc3ccccc3c(=O)n2CCCN2CCOCC2)cc1F	-9	3	-2	-2	8	-2	-7

Later entries:
molecule	Statin myotox sup	Casp6 inh	S100A4 MyoIIA	SIRT5 inh	LGR2 inh	FN deposition inh	esBAF inh
O=C(C[n+]1cc(Br)cc2ccccc21)c1ccc(Br)cc1	-11	0	-3	-2	6	-3	2
O=C(O)CCCC(=O)NCc1c(Cl)cccc1Sc1ccc(Cl)cc1	x	1	-4	4	x	7	x
Cc1ccc(CN2C(=O)C(F)(F)Oc3ccccc32)cc1	9	0	-5	-5	0	2	-4
COc1ccccc1C(=O)NCC(=O)OCC(=O)NNC(=O)c1ccc(Br)cc1	5	3	0	-1	-6	-2	0
COc1cc(-c2cc(C(=O)NCc3ccc(S(N)(=O)=O)cc3)c3ccccc3n2)cc(OC)c1OC	2	0	0	4	4	7	5
Cc1ccc(SCC(=O)O/N=C(\N)c2ccc([N+](=O)[O-])cc2)cc1	16	x	x	x	-18	x	0
CCOc1cccc(C(=O)Nc2cc(C)ccc2NC(=O)c2ccco2)c1	x	3	-6	0	-3	2	x
O=C(COc1ccc2ccccc2c1Br)Nc1ncn[nH]1	x	-1	-4	0	1	x	x
C[C@@H]1CN([C@@H](C)CO)C(=O)c2cc(NC(=O)Cc3ccccc3)ccc2O[C@@H]1CN(C)C(=O)Nc1cccc2ccccc12	56	0	-6	10	-7	x	-1
CCN(Cc1nc(-c2ccc(C)cc2)no1)C(=O)c1ccco1	1	3	-9	0	3	7	-1
CC(C)NC(=O)Nc1ccc2c(c1)CC(=O)N([C@@H](C)CO)C[C@H](C)[C@H](CN(C)C(=O)NC(C)C)O2	10	3	-1	-2	-2	x	0
Cc1onc(-c2ccccc2)c1C(=O)OCC(=O)N1CCC(C)CC1	1	-1	-5	0	16	-3	2
O=C(NCCCc1ccccc1)C(=O)NCC1OCCN1S(=O)(=O)c1cc(F)ccc1F (stereo not given)	x	-3	-6	1	-13	x	x
Cc1cc(NC(=O)c2ccc([N+](=O)[O-])cc2Cl)ccc1NC(=O)c1ccco1	28	-2	-1	-1	-14	1	2
C[C@H]1CCCCO[C@H](CN(C)CC2CCCCC2)[C@@H](C)CN([C@@H](C)CO)C(=O)c2cc(NC(=O)Nc3cccc4ccccc34)ccc2O1	x	3	-7	0	9	x	-10
COc1cccc(CC2(CO)CCCN(Cc3cn[nH]c3C3CCCCC3)C2)c1 (stereo not given)	x	-2	2	-6	5	-6	x
O=C(Nc1ccccc1N1CCOCC1)c1ccc2ccccc2c1	2	0	-2	0	1	-18	55*
c1ccc2[nH]c(NCc3ccc4c(c3)OCO4)nc2c1	-4	2	-5	-4	16	x	38
Cc1ccc(CN2CCNC(=O)C2CC(=O)NCCCn2ncc3ccccc32)o1 (stereo not given)	x	2	-6	-1	-16	1	x
CC1(C(=O)NS(=O)(=O)C2CC2)CCCN(C(=O)c2cc3ccccc3s2)C1 (stereo not given)	6	1	-6	-1	14	-3	5
CN1C(=O)CC(N2CCN(Cc3ccc(Cl)cc3)CC2)C1=O (stereo not given)	0	x	x	x	x	9	-5
NS(=O)(=O)c1ccc(Sc2ccccn2)c([N+](=O)[O-])c1	14	4	-6	-2	-9	-10	5
CS(=O)(=O)N(CC(=O)N1CCN(c2ccccc2F)CC1)C1CCCCC1	-35	1	3	0	1	x	-5
COc1ccc(C2C(C(=O)NCCN(C)C)c3cc(OC)c(OC)cc3C(=O)N2C)cc1OC (stereo not given)	-5	x	x	x	x	3	-6
O=C(NCCO)c1ccc2c3n(nc2c1)-c1ccc(Cl)cc1CO3	-4	x	x	x	-64	7	68*
O=C(c1cccs1)N1CCN(S(=O)(=O)c2cccs2)CC1	x	3	3	2	3	4	x
COc1ccc(CC(=O)Nc2cc(S(=O)(=O)N3CCOCC3)ccc2N2CCOCC2)cc1OC	-6	4	0	-2	-8	4	-1
O=C(O)CN(c1ccccn1)S(=O)(=O)c1ccc(Cl)cc1	-20	x	x	x	x	4	-13
NC1=NC(=O)/C(=C/c2cccc(F)c2)S1	6	0	3	-2	1	-2	2
C[C@@H]1CN([C@H](C)CO)C(=O)c2cc(NS(=O)(=O)c3cccs3)ccc2O[C@@H](C)CCCCO[C@@H]1CN(C)S(=O)(=O)c1ccccc1	x	0	-16	2	-14	-5	5
COc1ccc(CN(C)C[C@@H]2OCCCC[C@H](C)Oc3ccc(NS(=O)(=O)c4ccccc4)cc3C(=O)N([C@@H](C)CO)C[C@@H]2C)cc1	x	2	0	-5	1	-1	2
O=C(c1ccccc1F)N1CCN(c2ccc([N+](=O)[O-])c(NCc3cccnc3)c2)CC1	x	5	-9	1	14	-1	x
Cc1ccc(S(=O)(=O)N2[C@@H](c3ccccc3)C(C(=O)O)=CC[C@H]2c2ccc3c(c2)OCO3)cc1	23	2	0	x	-5	4	4
COc1cc(/C=C(\CC(=O)O)c2nc3ccccc3s2)ccc1OCC(=O)Nc1ccccc1F	-5	4	-7	0	-19	-5	6
CCCNC(=O)N1[C@@H](CO)[C@@H](c2ccccc2)C12CN(C(=O)CC1CC1)C2	x	1	-19	2	25	x	x
COc1ccc(CCNC(=O)CSc2nc3[nH]ncc3c(=O)n2-c2ccccc2Br)cc1OC	x	1	-2	-2	19	14	x
CCOC(=O)Nc1ccc2c(CN3CCN(S(=O)(=O)c4ccccc4F)CC3)cc(=O)oc2c1	-42	3	1	2	8	0	-10
COc1ccc(NC(=O)Nc2ccc3c(c2)C(=O)N([C@@H](C)CO)C[C@@H](C)[C@H](CN(C)Cc2ccc(C(=O)O)cc2)OCCCC[C@H](C)O3)cc1	x	-1	5	4	-5	x	0
COC1=CC(=O)OC(c2ccc(C#N)cc2)C1 (stereo not given)	x	3	5	-1	-16	-5	x
CCOC(=O)c1cnn(-c2ccccc2)c1-n1cccc1C(=O)C(=O)N(CC)CC	x	0	-7	0	15	-10	x
COc1ccc(CN2CN(S(=O)(=O)c3ccccc3)c3nc4ccccc4nc32)cc1	x	1	6	4	-72	1	x
NCCCC[C@@H](C(=O)N1CCNCC1)n1cc([C@@H](N)CC(N)=O)nn1	13	-155	-5	0	-16	11	2
C=CCOC(=O)C1=C(C)N=C2SCCC(=O)N2C1/C=C/c1ccccc1OC (stereo not given)	x	0	0	4	16	2	x
CC(C)CC1NC(=O)N(CC(=O)N(C)C2CCCCC2)C1=O (stereo not given)	5	-1	-2	-2	-3	x	5
CCCCn1c(N)c(N(CCC(C)C)C(=O)c2ccc3ccccc3c2)c(=O)[nH]c1=O	-5	-3	1	1	1	2	-2
COCC(=O)N1CCCCN2[C@H](CO)[C@H](c3ccc(-c4ccc(C)cc4)cc3)[C@@H]2C1	-3	-3	-4	-3	-14	x	1
C[C@@H]1CN([C@H](C)CO)C(=O)c2c(c3ccccc3n2C)-c2ccccc2CO[C@H]1CN(C)C(=O)Nc1cccc(F)c1	17	1	-16	-3	27	13	6
N#C[C@H]1[C@@H](c2ccccc2C2=CCCCC2)[C@H](CO)N1C(=O)CN1CCOCC1	x	0	1	-1	-9	-7	x
Cc1ccc(C(=O)N2CCCC(Nc3ccc(C)c(C)c3)C2)c(=O)[nH]1 (stereo not given)	4	-2	-1	6	2	7	0
CCN(CC(=O)NCc1cccs1)C(=O)c1ccccc1Cl	x	1	-4	3	-4	x	x
CC1CCCC(C)N1/N=C/c1cc(Br)c(O)c(Br)c1 (stereo not given)	x	7	-10	x	-9	1	x
CCn1c(NCc2cccc(OC)c2OC)nc2ccccc21	12	x	x	x	x	1	39
O=C(Nc1ccc(Cc2ccncc2)cc1)c1ccc(N2CCOCC2)c([N+](=O)[O-])c1	x	-1	14	-2	-3	6	x
CN(CCC1CCOCC1)C(=O)CC1C(=O)NCCN1CC1CCCCC1 (stereo not given)	x	-4	21	-1	0	-8	x
C/C(=N/NC(=O)c1ccccc1)c1ccc(NC(=O)C(F)(F)F)cc1	x	2	-1	x	20	1	x
CSC1=C(C#N)C(c2ccncc2)C(C(=O)Nc2ccccc2)=C(C)N1 (stereo not given)	-4	9	4	10	-3	7	3

The listing continues.
molecule	Statin myotox sup	Casp6 inh	S100A4 MyoIIA	SIRT5 inh	LGR2 inh	FN deposition inh	esBAF inh
C[C@H]1CN([C@@H](C)CO)C(=O)c2cccc(NS(=O)(=O)c3ccccc3)c2O[C@@H]1CN(C)Cc1ccccc1	-43	-1	-5	1	4	x	-5
COc1ccc(/C=C2/C(=O)N(c3cccc(F)c3)N=C2C)c(OC)c1	-2	-6	3	1	-14	0	-5
C[C@@H]1CN([C@@H](C)CO)C(=O)c2cc(NS(C)(=O)=O)ccc2O[C@@H](C)CCCCO[C@H]1CN(C)Cc1ccncc1	-7	0	6	1	x	x	1
C[C@@H]1CN([C@H](C)CO)S(=O)(=O)c2ccc(-c3cncnc3)cc2O[C@H]1CN(C)CC1CC1	-16	0	12	-3	-13	x	-11
Cc1ccsc1/C=N/Nc1ccc(F)cc1F	x	2	-5	-3	-62	-18	x
O=C1CN(S(=O)(=O)c2cccc(F)c2)C[C@H]2[C@@H](c3ccc(-c4ccccc4)cc3)[C@@H](CO)N12	x	-1	-29	2	-6	x	x
CCCNC(=O)N1[C@H](CO)[C@@H](c2ccccc2)[C@@H]1CNC(=O)c1ccc(F)cc1	36	x	x	x	-3	-9	2
CCCC[C@@H]1CN=C(N)N1CCc1cccc(F)c1	12	x	x	x	33	2	-1
COc1ccc(NC(=O)N(C)C[C@@H]2Oc3ccc(NC(=O)C4CCCCC4)cc3C(=O)N([C@@H](C)CO)C[C@@H]2C)cc1	-5	0	3	-2	5	x	-4
COc1cccc(OCC(=O)NNC(=O)C(=O)Nc2cccc(C)c2)c1	x	-2	-1	-1	-23	x	x

Some of the compounds tested (hit frequency here may not be typical).
